# KDM4E inh = blocks human JMJD2E demethylase activity | B2RXH2 | 230,000 compounds, 1.6% hits | JMJD2E catalytic domain, FDH-coupled NADH fluorescence (FDH is formaldehyde dehydrogenase) | Potency, µM (titrated, usually from 57.1 µM), without a hit: at the highest dose activity change, negative = inhibition, usual class: inhibitors; active means well fitted inhibition curve with a large enough effect, not every such curve was filed as active; inconclusive means small, poorly fitted or top-dose-only effect, or another doubt; inactive means no such curve, though single readings can be large or run the other way;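 further: 0% = wells with enzyme and -100% = buffer wells without enzyme; nearly all actives have a fitted effect of over 50% in size; many of its hits are not listed in these tables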
# Target sequence (B2RXH2 1-337 limits assumed): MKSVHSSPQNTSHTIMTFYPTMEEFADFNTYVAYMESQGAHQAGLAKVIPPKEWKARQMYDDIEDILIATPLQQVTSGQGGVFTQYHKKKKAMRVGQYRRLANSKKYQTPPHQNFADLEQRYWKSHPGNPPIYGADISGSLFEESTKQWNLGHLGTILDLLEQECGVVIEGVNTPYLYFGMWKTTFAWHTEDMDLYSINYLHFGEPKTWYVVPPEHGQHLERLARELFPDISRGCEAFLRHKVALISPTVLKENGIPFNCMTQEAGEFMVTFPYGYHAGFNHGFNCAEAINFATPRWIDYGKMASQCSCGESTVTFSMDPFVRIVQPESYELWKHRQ
# GAA glycogen mod = inhibitors or activators of human alpha-glucosidase glycogen cleavage; P10253; recombinant GAA, glycogen substrate, Amplex Red glucose oxidase fluorescence; Potency, µM (doses to about 76.4 µM), for the others: top-dose activity change, negative = inhibition, most hits filed as inhibitors; 300,000 compounds, 0.38% hits;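 further: 0% = full enzyme reaction and -100% = no-enzyme basal signal; the screen sought inhibitors and activators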
#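 qHTS, 1536-well; enzyme 4 nM final; cpd up to 77 uM; substrate bovine liver glycogen 30 ug; 50 mM citrate/phosphate pH 5.0, 0.01% Tween-20; 37 C, 40 min; Amplex Red detection 45 min RT; Hill fit → AC50.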
# SMN2 splice enh = increases expression of the SMN2 splice variant; Potency, µM (titrated, usually from 46.1 µM), without a hit: at the top dose activity change, positive = activation, hits mostly activators; HEK293 SMN2-luciferase splicing reporter, luminescence, 30-36 h; 210,000 compounds, 2.8% hits; further: % of control where 0% means no effect; nearly all actives have a fitted effect of over 55% in size
#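 qHTS luciferase splicing reporter: luminescence rises when SMN2 exon 7 is included in transfected HEK293 cells. Compound exposure lasted 30-36 h at 37C, with 4.5 mM final sodium butyrate as control, followed by a ONE-Glo read.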
# ALDH1A1 inh = inhibitors of human aldehyde dehydrogenase 1A1 | P00352 | Purified ALDH1A1, NADH fluorescence, propionaldehyde substrate | Potency, µM (top dose mostly 75.3 µM), for inactives: at the top dose activity, negative = inhibition, hits mostly inhibitors | 220,000 compounds, 7.3% hits | AID 1030; active means well fitted inhibition curve with a large enough effect, not every such curve was filed as active; inconclusive means small, poorly fitted or top-dose-only effect, or another doubt; inactive means no such curve, though single readings can be large or run the other way;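 further: plate controls were no enzyme wells and a reference inhibitor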
# GLA spleen mod = inhibits or activates alpha-galactosidase in human spleen homogenate | Potency, µM (titrated, usually from 80 µM), without a hit: at the top dose activity change, negative = inhibition, most hits filed as inhibitors | AID 2107 | human spleen homogenate, 4MU-alpha-Gal fluorescence, 40 min | 240,000 compounds, 0.008% hits;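 further: 0% = enzyme with vehicle and -100% = no enzyme basal signal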
# Target sequence (P06280 32-429 limits assumed): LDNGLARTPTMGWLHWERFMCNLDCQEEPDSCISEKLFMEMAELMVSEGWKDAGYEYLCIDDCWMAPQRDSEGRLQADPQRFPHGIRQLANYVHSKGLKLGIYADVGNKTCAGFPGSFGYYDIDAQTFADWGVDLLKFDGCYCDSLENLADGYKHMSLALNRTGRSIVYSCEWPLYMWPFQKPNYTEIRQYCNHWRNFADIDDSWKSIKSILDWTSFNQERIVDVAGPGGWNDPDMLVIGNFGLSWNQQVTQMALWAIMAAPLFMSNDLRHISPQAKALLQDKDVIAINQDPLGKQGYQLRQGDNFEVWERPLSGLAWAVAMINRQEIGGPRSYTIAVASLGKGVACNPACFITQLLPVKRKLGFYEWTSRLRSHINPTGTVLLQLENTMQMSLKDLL
#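 qHTS titration in buffer at pH 5.0. Alpha-galactosidase activity in spleen homogenate was measured via 4-methylumbelliferone release from 1 mM fluorogenic substrate after 40 min at 37C and a pH 10 stop. AC50 came from Hill fits of control-normalized data.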
# RGS12 GoLoco inh = inhibitors of human Gai1-RGS12 GoLoco interaction (red fluorophore); AID 880; P63096; 230,000 compounds, 0.44% hits; Gai1:RGS12 GoLoco peptide FP, rhodamine, 10 min; Potency, µM (highest dose often 61.6 µM), inactives show at the top dose activity, negative = inhibition, most hits filed as inhibitors; active means well fitted inhibition curve with a large enough effect, not every such curve was filed as active; inactive means no such curve, though single readings can be large or run the other way; further: on the % scale 0 is the no-effect control and ±100 the full control effect; nearly all actives have a fitted effect of over 30% in size; many of its hits are not listed in these tables
# Target sequence (P63096 whole entry, looked up): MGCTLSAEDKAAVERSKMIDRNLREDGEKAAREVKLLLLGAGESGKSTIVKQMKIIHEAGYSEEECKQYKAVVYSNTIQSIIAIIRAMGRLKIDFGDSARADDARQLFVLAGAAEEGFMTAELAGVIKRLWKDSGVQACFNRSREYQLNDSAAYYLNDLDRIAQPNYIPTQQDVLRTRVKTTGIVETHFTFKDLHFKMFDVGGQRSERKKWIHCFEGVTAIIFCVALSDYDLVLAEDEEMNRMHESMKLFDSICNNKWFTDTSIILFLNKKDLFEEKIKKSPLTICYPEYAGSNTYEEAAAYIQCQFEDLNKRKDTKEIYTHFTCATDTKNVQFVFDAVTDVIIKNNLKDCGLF
# GAA inh = blocks human lysosomal alpha-glucosidase; purified human GAA, 4-MU-alpha-glucoside fluorescence; P10253; Potency, µM (doses to about 76.9 µM), for the others: at the highest dose activity change, negative = inhibition, most hits filed as inhibitors; 200,000 compounds, 0.005% hits;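 further: plate controls were uninhibited enzyme wells for no effect and no-enzyme background for full effect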
#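 Activity normalized between no-enzyme (basal) and enzyme-only wells. Conditions: 4 nM human enzyme, 400 uM fluorogenic substrate, citrate/phosphate pH 5.0 with Tween-20, 20 min room temperature, compounds up to 77 uM.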
# GAA spleen mod = lysosomal alpha-glucosidase (human) modulation. P10253. AID 2112. human spleen homogenate, 4-MU-alpha-glucoside fluorescence. Potency, µM (titrated, usually from 79.9 µM), for inactives: at the highest dose activity change, negative = inhibition, hits mostly inhibitors. 240,000 compounds, 0.006% hits;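 further: 0% = enzyme with vehicle and -100% = no enzyme basal signal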
#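 Enzyme source: human spleen homogenate, 1 ug/well. Buffer 50 mM citric acid/K phosphate pH 5.0, 0.01% Tween-20. 4-MU-alpha-glucoside 1 mM; 37 C x 40 min; NaOH/glycine stop; fluorescence.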
# Numbers without * were called inactive; ? = inconclusive; nt = no result given; & = joins results of further samples; [ ] = another dose, or the depositor's remark. Unless noted, the call rests on the fitted dose curve; in most records, active means well fitted curve in the direction sought with a large enough effect; inconclusive means small, poorly fitted or top-dose-only effect, or another doubt; inactive means no such curve, though single readings can be large; an effect the other way counts as inactive or inconclusive. Potency means the concentration at half of the fitted maximal effect. Some of the compounds tested; count on the stated rates, not on these rows.
SMILES,KDM4E inh,GAA glycogen mod,SMN2 splice enh,ALDH1A1 inh,GLA spleen mod,RGS12 GoLoco inh,GAA inh,GAA spleen mod
C=CCn1c(SCC(=O)NC23CC4CC(CC(C4)C2)C3)nc(O)cc1=O,-3%,1%,-8%,-1%,-7%,67%[activator],0%,1%
CC(Sc1nnc(N)s1)C(=O)Nc1ccc(N2CCOCC2)cc1 (stereo not given),-3%,2%,4%,0%,-5%,10%,-13%,-2%
Cc1cccnc1Sc1c([N+](=O)[O-])ncn1C,-3%,5%,-11%,16µM*,-4%,1%,-1%,-9%
COc1ccc(N2C(=O)[C@@H]3[C@H](C2=O)[C@H]2c4ccccc4C=CN2[C@@H]3C(=O)Nc2ccccc2)cc1,-6%,-12%,10%,25µM*,-5%,24%,-1%,-6%
Cc1ccc(-n2c(SCC(=O)NC3CCS(=O)(=O)C3)nc3ccccc3c2=O)cc1 (stereo not given),-2%,7%,2%,-6%,2%,8%,3%,3%
CC(=O)Nc1ccc(S(=O)(=O)N(C)c2ccc(OCC(=O)OCC(=O)N3CCCCC3)cc2)cc1,4%,-1%,10%,-2%,0%,1%,-9%,nt
CCN1CCN(c2c(Cl)cccc2NC(=O)c2ccc([N+](=O)[O-])cc2)CC1,3%,5%,-18%,12%,8%,0%,-4%,3%
CC(=O)c1ccc(N(C(=O)c2ccco2)C(C(=O)NC2CCCC2)c2ccc(N3CCOCC3)cc2)cc1 (stereo not given),-8%,9%,-11%,-2%,2%,-7%,?,3%
C/C(=N\NC(=O)c1ccc(CN2CCOCC2)cc1)c1ccc([N+](=O)[O-])cc1,-4%,-1%,-5%[1.84 µM],?,6%,-1%,-1%,-5%
Cn1c(=O)[nH]c(=O)c2c1nc(CN1CCN(c3cccc(Cl)c3)CC1)n2CCN1CCOCC1,-3%,-6%,2%,-15%,2%,-13%,?,-8%
CC(=O)c1cc2c(cc1NC(=O)CCc1ccccc1)OCO2,?,2%,20%,?,16%,4%,4%,-4%
CC1(C)CC(=O)C(C=NCCc2ccc(S(N)(=O)=O)cc2)=C(O)C1,4%,-2%,-5%,-15%,-4%,-13%,0%,-10%
CC1S/C(=C(\C#N)C(N)=O)N(c2ccc(F)cc2)C1=O (stereo not given),0%,-11%,3%,-12%,1%,17%,3%,7%
CCOc1ncccc1C(=O)N(C)CC(=O)Nc1ccccc1SC,-10%,-4%,-5%,-3%,3%,-29%,-9%,-4%
Cc1ccc(SC(=O)COc2ccc(C)c(C)c2)cc1,-4%,3%,15%,-3%,-5%,-2%,-2%,0%
O=C(CN1CCN(c2ccc(Cl)cc2)CC1)Nc1ccc(F)cc1,6%,4%,-29%,2%,11%,1%,2%,-12%
COc1ccc(Cl)cc1C(=O)O/N=C(\N)c1ccc(Cl)cc1,-7%,-9%,10%,3%,-3%,4%,3%,3%
COc1ccc(OCC(=O)Nc2ccc(N3CCN(C(=O)c4ccccc4C)CC3)cc2)cc1,-2%,10%,-23%,5%,-3%,-10%,1%,-7%
CCOC(=O)c1ccc(NC(=S)NC2CC(C)(C)NC(C)(C)C2)cc1,9%,4%,-14%,?,-17%,8%,-5%,-19%
CCc1c(C)nc(SCC(=O)N2CCN(c3ccccc3OC)CC2)[nH]c1=O,3%,1%,0%&-5%,-10%,-23%,3%,1%,-13%
CCc1cccc(C)c1N(C(=O)Cn1c(=O)[nH]c2ccccc21)C(C)COC (stereo not given),-3%,-3%,?,?,8%,3%,-10%,-4%
O=C(CN1CCN(CCOCCO)CC1)N1c2ccccc2Sc2ccc(Cl)cc21,-2%,-28%,-1%,4%,4%,11%,-2%,0%
CCCCN(CC)CCCNC(=O)Cn1nc(Cc2cccnc2)c2ccccc2c1=O,-1%,5%,-2%,3%,-8%,3%,2%,-3%
O=C1C2CCCN2C(c2ccccc2)N1c1cccc(Cl)c1 (stereo not given),7%,-2%,-18%,3%,-5%,3%,0%,-2%
CCOc1ccc(N2CC(C(=O)NCCN3C(=O)S/C(=C\c4ccc(OC)cc4)C3=O)CC2=O)cc1 (stereo not given),9%,1%,9%,8%,-1%,13%,?,2%
CCOc1ccc(C(=O)NC(=S)Nc2ccc(NC(=O)CC)cc2)cc1[N+](=O)[O-],10%,5%,15%,?,1%,17%,-11%,3%
CCOc1ccc(CN(C)C(=O)c2cccnc2OCC)cc1OC,-1%,5%,-3%,8%,0%,1%,2%,-1%
CC1CC(C)CN(CC(C)(C)NS(=O)(=O)c2ccccc2)C1 (stereo not given),?,-3%,-10%,-8%,5%,-11%,-13%,-6%
COc1ccccc1Nc1nc(-c2c(C)nc3ncccn23)cs1,16µM*,?,-17%,?,-7%,10%,10%,-4%
Cc1nc(SCc2ccccc2F)c2cnn(-c3ccccc3)c2n1,?,3%,35µM*,-6%,-3%,16%,2%,2%
N#CC(=C1CCCC1)c1nc(-c2ccccc2)cs1,2%,-7%,16µM*,-11%,-4%,2%,-1%,-6%
Cc1ccc(-n2ncc(C(=O)N3CCc4ccccc4C3)c2NC(=O)c2ccco2)cc1C,-5%,-5%,?,1µM*,-4%,33%[activator],1%,-4%
Cn1c(=O)c2c(ncn2CC(=O)N/N=C/C=C/c2ccco2)n(C)c1=O,-28%,-2%,nt,nt,-3%,14%,nt,1%
Cc1ccccc1NC(=S)NC(NC(=O)c1ccccc1C)C(Cl)(Cl)Cl (stereo not given),-4%,1%,-4%,-15%,-7%,-8%,2%,-6%
CC(C)C12CCC(C(=O)O)C(C1)C(=O)O2 (stereo not given),0%,6%,-9%,6%,5%,-8%,6%,-7%
CCN1CCC(NC(=O)Nc2ccc(F)cc2F)CC1,-7%,-1%,nt,-1%,-16%,-15%,7%,-6%
CC1CCCC(NC(=O)c2ccc(CNc3c(N4CCCC4)c(=O)c3=O)cc2)C1C (stereo not given),-4%,5%,8%,?,2%,2%,5%,-4%
C=CCn1c(SCC(=O)N2N=C(c3ccco3)CC2c2ccco2)nnc1-c1ccncc1 (stereo not given),5%,10%,1%,-14%,2%,11%,-3%,-3%
O=C(Nc1ccc(S(=O)(=O)N2CCOCC2)cc1)c1ccc(Cl)cc1,-19%,-9%,nt,nt,3%,-5%,nt,-5%
Cc1ccc2c(CC(=O)OC3CCOC3=O)coc2c1 (stereo not given),8%,4%,28%,5%,1%,-3%,-6%,-3%
O=C(COC(=O)CCc1ccc(S(=O)(=O)N2CCOCC2)cc1)NCc1ccccc1,-5%,-6%,-9%,5%,4%,-8%,-13%,3%
Cc1ccc(CSCCNC(=O)c2ccccc2)cc1,2%,-11%,11%,-3%,-1%,-4%,-10%,-1%
CC(C)CN1CC2(CCN(C(=O)c3cccc(F)c3)CC2)C1,nt,nt,4%,-5%,-16%,3%,nt,-1%
O=C(O/N=C1\CCCCC1c1ccc([N+](=O)[O-])cc1[N+](=O)[O-])c1c(F)cccc1F (stereo not given),?,-9%,-23%,18µM*,-2%,-11%,-9%,-10%
COc1ccccc1Nc1nc(NCc2ccco2)c2ccccc2n1,?,2%,nt,nt,14%,8%,nt,5%
O=C(NCc1ccco1)c1csc2c1CCCCC2,3%,-3%,-6%,?,-2%,-2%,-7%,5%
CC(=O)c1ccc(NC(=O)CSc2nccn2C)cc1,-2%,-1%,nt,nt,0%,8%,nt,1%
CC1CC(C)CN(CCCNC(=O)C2CCN(S(=O)(=O)N3CCCCC3)CC2)C1 (stereo not given),0%,-5%,4%,4%,1%,9%,0%,-8%
Cc1ccc(C(=O)/C=C/c2ccc(Br)cc2)o1,6%,8%,-5%,7%,7%,30%,-1%,-7%
O=c1c2cc(N3CCOCC3)ccc2[nH]c(=S)n1Cc1ccco1,?,-8%,nt,?,2%,-10%,0%,-3%
Cc1nn(-c2ccccc2)c(Cl)c1/C=N\NC(=O)c1cncc(Br)c1,6%,2%,20%,-13%,3%,1%,0%,-1%
N#CCCN(Cc1cccnc1)C(=O)c1ccc(S(=O)(=O)N2CCOCC2)cc1,1%,-3%,-4%,-3%,-5%,4%,-5%,-4%
O=C(CCN1C(=O)COc2ccccc21)NCCN1CCN(c2cccc(Cl)c2)CC1,-1%,2%,-17%,1%,5%,2%,-6%,-4%
Nc1ccc(Cl)c(-c2nc3ncccc3o2)c1,-26%,5%,?,?,2%,-4%,-5%,-5%
CN(C)C(=O)c1ccc(-c2nccc(Nc3ccc(F)cc3)n2)cc1,nt,nt,nt,-1%,3%,11%,nt,-20%
CCCc1cc(C(=O)N2CCN(C(c3ccccc3)c3ccccc3)CC2)no1,-6%,-5%,-9%,-5%,-6%,5%,?,-9%
CC1(C)OCC(COC(=O)Nc2cccnc2)([N+](=O)[O-])CO1,4%,5%,1%,0%,6%,-8%,-1%,7%
Cc1cn(Cc2ccccc2)c(=O)[nH]c1=O,1%,7%,3%,10%,17%,1%,1%,7%
COC(=O)Cc1ccc(NC(=S)NCc2ccc(F)cc2)cc1,4%,-18%,nt,-42%,3%,nt,3%,-3%
Cc1cc(-c2csc(NC(=O)c3ccc(=O)n(C)n3)n2)c(C)n1CC1CCCO1 (stereo not given),-22%,5%,-16%,20µM*,-11%,7%,-3%,-9%
O=C(N/N=C/c1ccncc1)c1ccc(NC(=O)c2ccc(Cl)cc2)cc1,0%,1%,11%,-8%,1%,40%[activator],-3%,0%
O=c1[nH]c(Cc2cccs2)nc2scc(-c3ccc(Cl)cc3)c12,10%,-6%,nt,10%,-1%,8%,-1%,9%
Cc1ccc(NC(=S)Nc2cc(C(=O)O)ccc2N2CC3CC(C2)c2cccc(=O)n2C3)cc1C (stereo not given),-4%,-17%,nt,28µM*,2%,3%,-3%,-1%

# Ordered by length of the SMILES (largest number first): some entries from above.
SMILES,KDM4E inh,GAA glycogen mod,SMN2 splice enh,ALDH1A1 inh,GLA spleen mod,RGS12 GoLoco inh,GAA inh,GAA spleen mod
CC(=O)c1ccc(N(C(=O)c2ccco2)C(C(=O)NC2CCCC2)c2ccc(N3CCOCC3)cc2)cc1 (stereo not given),-8%,9%,-11%,-2%,2%,-7%,?,3%
Cc1ccc2c(CC(=O)OC3CCOC3=O)coc2c1 (stereo not given),8%,4%,28%,5%,1%,-3%,-6%,-3%
Cc1ccc(CSCCNC(=O)c2ccccc2)cc1,2%,-11%,11%,-3%,-1%,-4%,-10%,-1%
